# Screening data: PubChem BioAssay, National Center for Advancing Translational Sciences (NCATS)
# LDHA block: qHTS assay for inhibitors of human lactate dehydrogenase. L-lactate dehydrogenase A chain (Homo sapiens), P00338. purified LDHA, NADH/diaphorase-resazurin fluorescence; hits give low values. activity change, % (values are at about 110 or 230 µM). hit rate 0.15% among 480,000. AID 1347041, 2019; in the data active means activity change below about -30%; inconclusive means mostly about -25% to -30%;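 further: plate controls were DMSO wells for no effect and wells without enzyme for full effect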
#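 Resorufin fluorescence (ex540/em590), read at 0 and 20 min after diaphorase/resazurin addition, reports the NADH left after a 5 min room-temperature reaction of 2 nM human LDH5 with 0.06 mM NADH and 0.2 mM pyruvate.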
# Pol beta inh: qHTS Assay for Inhibitors of DNA Polymerase Beta; P06746; Pol beta primer extension/strand displacement, fluorescence kinetic; Potency, µM (top dose mostly 114 µM), for the others: top-dose activity change, negative = inhibition, usual class: inhibitors; hit rate 1.3% among 340,000; AID 485314, 2010; further: potency means the concentration at half of the fitted maximal effect; on the % scale 0 is the no-effect control and ±100 the full control effect
#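 Pol beta (10 nM) was preincubated with compound for 15 min at room temperature. The reaction was then started with 50 nM substrate and read immediately and after a further 10 min at room temperature.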
# Pol eta inh: qHTS for Inhibitors of Polymerase Eta; Potency, µM (top dose mostly 114 µM), without a hit: top-dose activity change, negative = inhibition, actives largely listed as inhibitors; recombinant Pol eta, fluorescent DNA replication assay; hit rate 1.2% among 390,000; DNA polymerase eta (Homo sapiens), Q9Y253; further: potency means the concentration at half of the fitted maximal effect; on the % scale 0 is the no-effect control and ±100 the full control effect
#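 Pol eta at 10 nM preincubated with compounds 15 min at room temperature; reaction started with fluorescent substrate (50 nM final) and read kinetically at 0 and 10 min.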
# 12-LOX inh: Primary qHTS assay for inhibitors of human arachidonate 12S-lipoxygenase (ALOX12): Round 2 | Polyunsaturated fatty acid lipoxygenase ALOX12 (Homo sapiens), P18054 | purified 12hLO, xylenol orange hydroperoxide absorbance | Potency, µM (top dose mostly 108 µM), inactives show top-dose activity change, negative = inhibition, hits mostly inhibitors | hit rate 1.1% among 580,000; further: potency means the concentration at half of the fitted maximal effect; on the % scale 0 is the no-effect control and ±100 the full control effect
#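 Purified human 12hLO (150 nM final) in 25 mM Hepes, 0.01% Triton X-100, pH 7.0 was preincubated 15 min at room temperature with compound. Then 40 uM arachidonic acid was added, 30 min. Hydroperoxide was read by Fe-XO absorbance ratio 573/405 nm.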
# APEX1 inh: qHTS Assay for Inhibitors of the Human Apurinic/apyrimidinic Endonuclease 1 (APE1). DNA repair nuclease/redox regulator APEX1 (Homo sapiens), P27695. recombinant APE1, TAMRA/BHQ-2 abasic DNA cleavage fluorescence. Potency, µM (highest dose often 65.8 µM), for inactives: at the highest dose activity change, negative = inhibition, hits mostly inhibitors. hit rate 0.35% among 350,000. AID 2517, 2012;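 further: potency means the concentration at half of the fitted maximal effect; plate controls were vehicle for no effect and reference inhibitor for full effect; nearly all actives have a fitted effect of over 55% in size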
#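 Substrate: short duplex with […] THF abasic site, 5'-TAMRA and 3'-BHQ-2, 50 nM final. APE1 at 0.75 nM, preincubated 15 min RT with compound. Fluorescence increase from first to third read measured activity.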
# ERG-DNA inh: qHTS for Small Molecule Inhibitors of the ERG Ets/DNA interaction | hit rate 0.028% among 370,000 | fluorescence polarization, His-ERG Ets domain / labelled DNA | Potency, µM (doses to about 76.9 µM), for inactives: at the top dose FP activity, negative = inhibition, hits mostly inhibitors | AID 624246, 2012 | Transcriptional regulator ERG (Homo sapiens), P11308; active means well fitted inhibition curve with a large enough effect in the polarisation, with a control signal flat; inconclusive means small, poorly fitted or top-dose-only effect, or effect the other way, or a change in a side signal; inactive means no such curve, though single readings can be large or run the other way; the % refers to the polarisation;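 further: polarization taken with two DNA probes labelled with fluorescein and Texas red; potency means the concentration at half of the fitted maximal effect; % of control where 0% means no effect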
#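 His-tagged ERG Ets domain (1 uM in the protein solution; 300mM KCl, 50mM Tris-HCl, 1mM EDTA, 1mM DTT, pH 7.5) received compound, then a probe mix of 5 nM fluorescein-DNA and 100nM Texas-615-DNA. Fluorescence polarization was read for both dyes.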
# Pol kappa inh: qHTS for Inhibitors of Polymerase Kappa. hit rate 0.53% among 400,000. Potency, µM (series often up to 107 µM), for inactives: at the top dose activity, negative = inhibition, most hits filed as inhibitors. purified Pol kappa, fluorescent DNA synthesis assay, 10 min. DNA polymerase kappa (Homo sapiens), Q9UBT6. AID 588579, 2011; further: potency means the concentration at half of the fitted maximal effect; on the % scale 0 is the no-effect control and ±100 the full control effect
# Target sequence (Q9UBT6 whole entry, looked up): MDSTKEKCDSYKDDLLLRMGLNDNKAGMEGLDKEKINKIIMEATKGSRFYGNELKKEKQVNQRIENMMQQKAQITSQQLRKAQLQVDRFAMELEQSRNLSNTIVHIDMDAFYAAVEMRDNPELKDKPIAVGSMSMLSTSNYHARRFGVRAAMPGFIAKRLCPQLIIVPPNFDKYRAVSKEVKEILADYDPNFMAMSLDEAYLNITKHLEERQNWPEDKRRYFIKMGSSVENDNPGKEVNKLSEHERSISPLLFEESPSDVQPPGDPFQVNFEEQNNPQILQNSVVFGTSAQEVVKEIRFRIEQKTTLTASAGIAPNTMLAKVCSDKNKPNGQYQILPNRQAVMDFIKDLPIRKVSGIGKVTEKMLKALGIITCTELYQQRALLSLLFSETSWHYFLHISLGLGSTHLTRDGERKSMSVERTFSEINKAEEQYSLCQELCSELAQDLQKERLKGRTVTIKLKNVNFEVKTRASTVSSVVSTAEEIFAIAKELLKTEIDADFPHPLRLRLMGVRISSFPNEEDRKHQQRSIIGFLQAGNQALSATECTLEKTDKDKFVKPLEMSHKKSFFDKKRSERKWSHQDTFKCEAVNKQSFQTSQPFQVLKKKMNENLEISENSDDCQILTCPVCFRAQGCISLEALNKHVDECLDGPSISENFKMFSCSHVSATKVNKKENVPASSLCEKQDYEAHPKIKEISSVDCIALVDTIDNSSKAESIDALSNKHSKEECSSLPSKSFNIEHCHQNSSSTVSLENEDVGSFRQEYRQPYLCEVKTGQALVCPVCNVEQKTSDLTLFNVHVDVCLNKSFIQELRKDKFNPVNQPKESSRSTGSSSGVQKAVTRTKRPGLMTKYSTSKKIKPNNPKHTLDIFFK
#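 Fluorescent qHTS in 1536-well format: enzyme (10 nM) and compound sat 15 min at room temperature before 50 nM substrate (final) was added. Signal taken at 0 and 10 min; no-enzyme buffer wells were negative controls.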
# RGS4 inhibitor: Inhibitors of Regulator of G Protein Signaling (RGS) 4: qHTS; Regulator of G-protein signaling 4 (Homo sapiens), P49798; Transcreener GDP fluorescence polarization, RGS4-accelerated GTP hydrolysis; Potency, µM (series often up to 114 µM), inactives show at the highest dose activity change, negative = inhibition, usual class: inhibitors; hit rate 0.039% among 390,000; further: potency means the concentration at half of the fitted maximal effect; on the % scale 0 is the no-effect control and ±100 the full control effect; nearly all actives have a fitted effect of over 75% in size; some results filed as inactive show a strong effect at the top dose
#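 MLSMR compounds (23 nl, pin-transferred) preincubated 10 min at room temperature with a 500nM (2x) first reagent, then RGS4 at 900nM (2x) plus Transcreener GDP mix added; fluorescence polarization (620/688 nm) read before and after 90 min at 30 °C.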
# Anesthetic bind: qHTS Assay for Identification of Novel General Anesthetics. apoferritin/1-aminoanthracene competitive binding, fluorescence. Potency, µM (series often up to 77.5 µM), for the others: at the highest dose activity change, negative = displacement, actives largely listed as inhibitors. hit rate 0.074% among 350,000. AID 485281, 2010; further: potency means the concentration at half of the fitted maximal effect; on the % scale 0 is the no-effect control and ±100 the full control effect; nearly all actives have a fitted effect of over 20% in size
# Target sequence (P02791 2-175 limits assumed): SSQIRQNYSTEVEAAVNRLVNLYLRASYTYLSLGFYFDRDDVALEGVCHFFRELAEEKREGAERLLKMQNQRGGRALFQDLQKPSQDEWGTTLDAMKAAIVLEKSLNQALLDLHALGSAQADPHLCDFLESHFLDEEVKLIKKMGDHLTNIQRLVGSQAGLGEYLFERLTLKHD
#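 Horse-spleen apoferritin (10 uM) was mixed with 50% saturated 1-aminoanthracene in PBS, exposed to compounds for 10 min at room temperature, and read for fluorescence (ex 380 nm, em 535 nm). Competitive displacement was fitted with a four-parameter Hill equation.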
# * = called active by the depositor; ? = inconclusive; / = not tested or not shown; & = joins results of further samples; [ ] = dose if it differs, or a comment. Unless noted, the call rests on the fitted dose curve; in most records, active means well fitted curve in the direction sought with a large enough effect; inconclusive means small, poorly fitted or top-dose-only effect, or another doubt; inactive means no such curve, though single readings can be large; an effect the other way counts as inactive or inconclusive.
SMILES,LDHA block,Pol beta inh,Pol eta inh,12-LOX inh,APEX1 inh,ERG-DNA inh,Pol kappa inh,RGS4 inhibitor,Anesthetic bind
CN1C(=O)/C(=C/c2ccccc2OCc2cccc(F)c2)N(C)C1=S,-3.9,-12.9%,-16.8%,0.0%,3.2%,-14.7%,-16.5%,-14.8%,?
O=C(O)c1ccc(Cl)c(S(=O)(=O)Nc2ccccc2C(=O)Nc2ccc(Cl)cc2)c1,-37.9*,-8.7%,1.6%,?,20.9%,11.1%,-18.6%,-10.6%,-1.1%
O=C(O)/C=C/C(=O)N(CC1CCCO1)C1CC(=O)N(c2c(Cl)cccc2Cl)C1=O (centres undefined),-3.9,-0.6%,-16.2%,-5.4%,13.1%,6.5%,-19.3%,-13.9%,1.6%
O=C(NC1CCCCC1)C(c1ccc(F)cc1)N(Cc1cccs1)C(=O)CN1C(=O)c2ccccc2S1(=O)=O (centres undefined),-6.2,-15.7%,2.9%,10.3%,-1.7%,12.5%,8.5%,6.1%,-14.1%
CCOC(=O)CSc1nnc(C)n1N,-8.0,5.1%,-6.5%,0.0%,0.0%,-6.1%,-3.9%,3.7%,-7.4%
C/C(=N/OCO/N=C(\C)c1ccccc1F)c1ccccc1F,-3.8,5.1%,-25.5%,0.5%,-2.1%,-4.5%,-3.8%,-13.0%,1.1%
O=C(Nc1ncccc1Cl)C(Sc1ccccc1)c1ccccc1 (centres undefined),5.7,?,-13.0%,-18.9%,-5.2%,11.0%,-9.5%,-4.2%,-12.3%
CCOc1ccccc1NC(=O)C(NCCc1ccc(OC)cc1)c1ccccc1 (centres undefined),0.1,33.5%,-13.1%,0.0%,-12.2%,2.1%,5.8%,-16.4%,-3.4%
O=S(=O)(c1ccc2c(c1)OCCCO2)N1CCNCC1,2.2,7.4%,1.0%,7.7%,-3.3%,-1.8%,-3.8%,2.7%,-5.3%
Cc1cccc(NC(=O)C2CC(=O)N(c3ccc4c(c3)OCCO4)C2)n1 (centres undefined),-2.0,/,-6.7%,-5.4%,25.8%,-3.5%,1.6%,-6.4%,/
O=C1NC(c2ccccc2Cl)Nc2ccccc21 (centres undefined),0.4,13.0%,4.5%,0.0%,-0.5%,3.7%,-11.0%,9.6%,61.1%[activator]
CCOC(=O)c1cc(CC)sc1N1C(=O)CC(Sc2ccccc2C(=O)O)C1=O (centres undefined),3.3,34.0%,-10.3%,?,-7.0%,17.7%,3.9%,?,-17.5%
COC(=O)Cc1c(C)c2c(OCc3nn[nH]n3)cc(C)cc2oc1=O,-5.5&-12.6,21.2%,-2.8%,-1.2%&-35.4%,-2.3%,4.9%,0.8%,-9.4%,-5.0%
Cc1nc2c(C(F)(F)F)cccc2c2c1CCS2,0.2,35.8%,0.2%,-5.2%,-0.3%,11.4%,-15.8%,12.5%,-1.0%
CCOC(=O)c1c[nH]c2c([N+](=O)[O-])cc(OC)cc2c1=O,17.6,/,2.2%,?,/,-1.1%,-3.8%,-34.0%,/
Cc1ccc(-n2ncc(C(=O)NC3CCCC3)c2C2CCN(C(=O)OC(C)(C)C)CC2)c(C)c1,1.3,-4.4%,-26.5%,1.1%,/,1.3%,-8.3%,-7.7%,-20.9%
CCCCn1c(=N)n(CCCOc2ccc(F)cc2)c2ccccc21,-8.7,-4.7%,-9.3%,-27.8%,/,0.4%,-11.5%,10.7%,-5.7%
COc1ccc(NC(=O)Nc2cccc3c2O[C@H](CN(C)S(=O)(=O)c2cccs2)[C@@H](C)CN([C@H](C)CO)C3=O)cc1,4.9,/,-26.2%,-15.2%,4.2%,-2.9%,-8.2%,13.1%,/
Cc1cn([C@H](C(=O)NCCCCCCCCCCC(=O)N2CCN(C(=O)OC(C)(C)C)CC2)[C@@H](C)O)nn1,-2.3,/,-14.3%,7.6%,-0.7%,-2.0%,-4.4%,18.1%,/
FC(F)(F)c1nnc2ccc(NCc3ccccc3)nn12,-4.2,1.2%,2.4%,-7.6%,-1.6%,-2.6%,-17.6%,30.9%,-8.5%
Cc1ccc(NC(=O)CSc2nnc(-c3ccccc3C)o2)cc1C,-11.2,20.2%,11.4%,-20.2%,-7.9%,-0.1%,-18.9%,21.4%,?
CCOc1ccccc1C1C(C(N)=O)=C(C)Nc2nc(-c3cccc(C)c3)nn21 (centres undefined),-10.1,8.6%,-3.6%,5.8%,-6.7%,-12.6%,-4.2%,25.0%,-20.0%
CC(C)OCCCNC(=O)C(=O)N/N=C/c1ccc(OCc2ccccc2)cc1,16.6,-13.3%,-17.6%,?,-1.5%,8.1%,1.5%,-3.5%,16.7%
Cc1ccsc1/C=C1/NC(=O)N(Cc2ccc(F)cc2)C1=O,-4.1,?,-12.7%,-6.2%,4.3%,-1.4%,-6.6%,13.0%,-5.0%
CCCn1c(SCC(=O)N2CCCc3ccccc32)nnc1-c1ccccn1,-10.5,-7.6%,-5.8%,0.0%,2.1%,0.4%,-13.8%,1.6%,-0.4%
COc1ccc(CC(CC(=O)O)C(=O)Nc2ccc(Cl)c(Cl)c2)cc1 (centres undefined),-2.2,1.4%,-15.4%,0.0%,16.9%,-6.8%,9.1%,-49.7%,?
CCOC(=O)c1c(C)[nH]c(C)c1S(=O)(=O)N1CCCC(C(=O)NCc2ccccc2Cl)C1 (centres undefined),-16.2,19.8%,-11.4%,2.0%,/,0.7%,5.6%,-10.6%,-1.2%
Cc1ccc(CNC(=O)C(=O)NCC(c2ccc3c(c2)OCO3)N2CCOCC2)cc1 (centres undefined),-8.3,-8.5%,-2.6%,-1.8%,/,3.6%,-6.3%[60.1 µM],12.9%,7.3%
COc1ccccc1CN1C(=O)CCC1(C)C(=O)NC1CCCCCC1 (centres undefined),0.8,2.2%,-12.8%,0.0%,-3.4%,15.3%,2.6%,0.4%,-7.4%
O=C(NCC1CCCO1)c1ccc(CNS(=O)(=O)c2ccc(F)c(Cl)c2)cc1 (centres undefined),-4.6,5.7%,-10.5%,1.1%,2.0%,2.4%,0.2%,-2.2%,-7.3%
C/C(=C\C(=O)C(F)(F)F)Nc1cc(C)cc(C)c1,-3.0,-5.5%,-2.6%,100.2%[activator],-1.0%,2.9%,-0.3%,-6.0%,28.6%
O=C(O)CCn1c2c(c3ccccc31)CCCC2,0.1,0.8%,3.7%,0.0%,1.8%,-17.2%,4.2%,-7.0%,-6.4%
COc1ccc(NC(=O)CSc2ccccn2)cc1OC,3.4,47.5%,-0.7%,1.6%,3.0%,-1.0%,-21.5%,-11.8%,-9.6%
COc1ccc(C(=O)NNC(=O)Cc2nc3nc(C)cc(C)n3n2)cc1,-7.1,24.2%,2.7%,-1.8%,71.2%[activator],0.5%,-6.4%,9.6%,-3.8%
CC1CCCCC12NC(=O)N(CC(=O)NCCc1ccccc1)C2=O (centres undefined),-9.0,/,-12.3%,-13.0%,3.4%,6.1%,-0.6%,-0.3%,/
COc1ccc(Cl)cc1C(=O)NNC(=O)CCNS(=O)(=O)c1ccccc1,2.0,/,-18.2%,-1.3%,-7.3%,9.3%,-0.7%,-3.7%,/
CC1CN(CC(O)COC2CCC(C(C)(C)C)CC2)CC(C)O1 (centres undefined),-2.9,-20.0%,-19.6%,-10.8%,1.8%,-5.4%,-12.5%,-4.3%,-9.6%
Cc1ccc(CNC(=O)CCS(=O)(=O)c2cc3c(cc2Cl)NC(=O)CO3)o1,-2.6,-28.0%,-0.7%,409.6%[activator],7.7%,1.3%,0.7%,-14.7%,6.4%
CCCN(Cc1nnc(-c2ccccc2Cl)o1)C(=O)c1cc([N+](=O)[O-])cc([N+](=O)[O-])c1,3.5,?,-8.0%,?,-4.6%,2.2%,-1.7%,-1.0%,?
C/C(=N\NC(=O)C1CC1)c1ccc(OC(F)F)cc1,0.3,1.4%,-9.2%,-1.7%,18.9%,0.4%,-0.6%,13.4%,-8.2%

# Arranged by value in Pol beta inh (rising): some entries from above.
SMILES,LDHA block,Pol beta inh,Pol eta inh,12-LOX inh,APEX1 inh,ERG-DNA inh,Pol kappa inh,RGS4 inhibitor,Anesthetic bind
Cc1ccc(CNC(=O)CCS(=O)(=O)c2cc3c(cc2Cl)NC(=O)CO3)o1,-2.6,-28.0%,-0.7%,409.6%[activator],7.7%,1.3%,0.7%,-14.7%,6.4%
CC1CN(CC(O)COC2CCC(C(C)(C)C)CC2)CC(C)O1 (centres undefined),-2.9,-20.0%,-19.6%,-10.8%,1.8%,-5.4%,-12.5%,-4.3%,-9.6%
C/C(=N\NC(=O)C1CC1)c1ccc(OC(F)F)cc1,0.3,1.4%,-9.2%,-1.7%,18.9%,0.4%,-0.6%,13.4%,-8.2%

# The list is partial (hit frequency here may not be typical).
